From PubChem BioAssay
TDP1 cell CPT: growth inhibition of DT40 Tdp1-/-;hTDP1 cells with camptothecin (screen for TDP1 inhibitors); chicken DT40 Tdp1-/-;hTDP1 cells + 20 nM CPT, ATP luminescence, 48 h; Potency, µM (top dose mostly 46.2 µM), inactives show at the top dose activity change, negative = growth inhibition, hits mostly inhibitors; 420,000 tested, 12% active; AID 686979; also: nearly all actives have a fitted effect of over 55% in size
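Chicken DT40 Tdp1-/- cells complemented with human TDP1, 400 cells/well, exposed to compounds plus 20 nM camptothecin for at least 48 h at 37 C; viability read as ATP content by CellTiter-Glo luminescence.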
FEN1 inh: blocks human flap endonuclease 1. Recombinant FEN1 flap cleavage, fluorescence, 15 min. Potency, µM (series often up to 114 µM), for inactives: at the highest dose activity change, negative = inhibition, usual class: inhibitors. 390,000 tested, 0.35% active; also: nearly all actives have a fitted effect of over 65% in size
Target sequence (P39748 whole entry, looked up): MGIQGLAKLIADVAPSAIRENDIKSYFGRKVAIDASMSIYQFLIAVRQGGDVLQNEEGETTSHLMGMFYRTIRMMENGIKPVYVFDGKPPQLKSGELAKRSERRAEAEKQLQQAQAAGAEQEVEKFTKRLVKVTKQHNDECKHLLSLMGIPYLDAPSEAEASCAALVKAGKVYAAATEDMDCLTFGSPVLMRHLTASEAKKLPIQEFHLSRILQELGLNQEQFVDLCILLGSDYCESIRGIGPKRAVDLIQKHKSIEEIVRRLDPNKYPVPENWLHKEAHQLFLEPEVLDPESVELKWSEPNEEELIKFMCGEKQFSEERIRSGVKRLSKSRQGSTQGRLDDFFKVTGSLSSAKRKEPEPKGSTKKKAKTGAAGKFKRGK
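Steps: FEN1 (10 nM) dispensed; compound added by pin tool; 15 min at room temperature; substrate added to 50 nM final; reads at 0 min and 15 min; data normalized and fitted (four-parameter Hill).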
N370S GC mod: N370S glucocerebrosidase modulation, Gaucher chaperone candidate; Potency, µM (top dose mostly 59.4 µM), without a hit: top-dose activity change, negative = inhibition, actives largely listed as inhibitors; N370S GC spleen homogenate, 4MU-glucoside fluorescence; 330,000 tested, 0.092% active; AID 2101; P04062;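 also: 0% = full enzyme activity and -100% = no enzyme basal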
Numbers without * were called inactive; [ ] = dose if it differs, or a comment. Calls follow the shape of the dose curve; as a rule, active = well fitted curve in the direction sought with a large enough effect; inconclusive = small, poorly fitted or top-dose-only effect, or another doubt; inactive = no such curve, though single readings can be large; an effect the other way counts as inactive or inconclusive. Unless noted, % is scaled to controls: 0 for no effect and ±100 for the full control effect; potency is read from the fitted curve at half-maximal effect. The list is partial, so the mix of outcomes need not match the whole.

Screening CCCOc1ccc(C2C(=O)N(C3CCCCC3)CC(=O)N2CCCOCC)cc1OC (stereo unspecified) returned TDP1 cell CPT inconclusive, FEN1 inh 3.0% and N370S GC mod 0.9%.
For COc1ccc(C2/C=C\CC(OCc3ccccc3)CC(=O)N2Cc2cccc(F)c2)cc1 (stereo unspecified) the results were TDP1 cell CPT 18.4µM*, FEN1 inh -27.0% and N370S GC mod 3.1%.
`Cc1ccc(C)c(NC2CCCCC2NS(=O)(=O)c2ccccc2)c1` (stereo unspecified) gave TDP1 cell CPT -25.3%, FEN1 inh -1.4% and N370S GC mod -14.1%.
`CCO[C@@H]1OC(C(=O)NC2CC2)=C[C@H](c2coc3ccccc3c2=O)[C@H]1CCCO` gave TDP1 cell CPT -11.6% and FEN1 inh -2.4%.
`COC(=O)C(CC(C)C)NS(=O)(=O)c1cc(Br)ccc1Br` (stereo unspecified) gave FEN1 inh -24.6% and N370S GC mod -1.3%.
Cc1ccc(N2C(=O)CS(=O)(=O)C23C(=O)N(Cc2cccc(F)c2)c2ccccc23)cc1Cl (stereo unspecified) was read as TDP1 cell CPT 23.1µM* and FEN1 inh 9.2%.
For Cc1ccc(C)c(OCCn2c(-c3ccc(Cl)cc3)nc3ccccc3c2=O)c1C the results were TDP1 cell CPT 8.4% and FEN1 inh 1.5%.
Screening Cc1occc1C(=O)NCCCCNC(=O)c1ccoc1C returned TDP1 cell CPT 2.6%, FEN1 inh 9.5% and N370S GC mod 25.3%.
Cc1c(NC(=O)c2cccs2)c(=O)n(-c2ccccc2)n1C was read as TDP1 cell CPT 6.3%, FEN1 inh -0.1% and N370S GC mod 4.0%.
CCCC(=O)c1c(NCCO)cc(C)oc1=O was read as TDP1 cell CPT -10.1%, FEN1 inh 21.1% and N370S GC mod -0.9%.
`O=C(CSc1nc2ccccc2n1Cc1ccc(F)c(Cl)c1)N1CCN(c2ccc(F)cc2)CC1` gave TDP1 cell CPT 18.4µM* and FEN1 inh -5.6%.
Cc1ccccc1NC(=O)CC1NCCNC1=O (stereo unspecified) was read as TDP1 cell CPT 5.2% and FEN1 inh -9.2%.
C/C(=N\N=C1\NC(=O)C(CC(=O)O)S1)c1ccccn1 (stereo unspecified) was read as TDP1 cell CPT -1.5%, FEN1 inh -5.9% and N370S GC mod -4.6%.
Screening CCCN(c1ccc(OCC)cc1)S(=O)(=O)c1ccc2c(c1)NC(=O)CO2 returned TDP1 cell CPT -11.5%, FEN1 inh 15.0% and N370S GC mod -0.9%.
For Cc1nnc(SCC(=O)N(C)c2ccccc2)n1Cc1ccccc1 the results were TDP1 cell CPT 6.0%, FEN1 inh -10.9% and N370S GC mod -12.2%.
Screening CCOCCCNCc1cccc(OCc2ccc(F)cc2)c1 returned TDP1 cell CPT inconclusive, FEN1 inh -5.8% and N370S GC mod inconclusive.
O=C(Nc1nccs1)c1sc2ccccc2c1Cl was read as TDP1 cell CPT inconclusive, FEN1 inh -0.8% and N370S GC mod -11.1%.
N#C/C(=C(/O)CCl)c1nc2c(s1)CCc1ccccc1-2 was read as TDP1 cell CPT 11.6µM*, FEN1 inh inconclusive and N370S GC mod -6.8%.
`Cc1noc(C)c1CSCC(=O)Nc1cc(C(F)(F)F)ccc1N1CCCCC1` gave TDP1 cell CPT 18.4µM*, FEN1 inh -0.2% and N370S GC mod inconclusive.
Screening O=C(CSc1nc2ccccc2n1Cc1ccc(Cl)cc1)N/N=C/c1ccc(C(=O)O)cc1 returned TDP1 cell CPT 0.9%, FEN1 inh 4.4% and N370S GC mod -3.6%.
Cn1c(Cn2nnc3ccccc32)nnc1SCC(=O)Nc1ccc2c(c1)OCO2 was read as TDP1 cell CPT -2.0%, FEN1 inh -0.9% and N370S GC mod 5.4%.
O=c1[nH][nH]c(-c2ccccc2)c1C=Nc1ccc(OC(F)(F)F)cc1 was read as TDP1 cell CPT -1.7%, FEN1 inh -5.6% and N370S GC mod 3.0%.
`Cc1cc(Cl)c(S(=O)(=O)N2CCCCCC2)cc1OCC(=O)NC1CCCCC1` gave TDP1 cell CPT -7.6%, FEN1 inh 21.5% and N370S GC mod 12.3%[12.8 µM].
For O=C(c1c(F)cccc1F)N(C1CCCCC1)C1CCCCC1 the results were TDP1 cell CPT inconclusive, FEN1 inh 12.2% and N370S GC mod 6.3%.
For CC(C)OC(=O)CC(=O)CSc1nc2c(cc1C#N)CCCCC2 the results were TDP1 cell CPT -11.9%, FEN1 inh -4.0% and N370S GC mod 6.3%.
`COc1cccc(C(=O)NCCS(=O)(=O)N2CCCC2)c1` gave TDP1 cell CPT -3.8%, FEN1 inh 0.2% and N370S GC mod -7.5%.
Screening Cc1ccccc1-n1ccnc1SCC(=O)NCc1ccco1 returned TDP1 cell CPT -19.7%, FEN1 inh -2.7% and N370S GC mod -29.2%.
For COc1ccccc1CN(C)CC(=O)NC(=O)NC1CCCCC1 the results were TDP1 cell CPT inconclusive and FEN1 inh -11.8%.
For O=C(c1n[nH]c2ccccc12)N1CCCCC1 the results were TDP1 cell CPT -0.3%, FEN1 inh 6.4% and N370S GC mod 1.9%.
For Cc1cc(Cl)ccc1C(=O)C1CCCN(C(=O)c2cnsn2)C1 (stereo unspecified) the results were TDP1 cell CPT inconclusive, FEN1 inh 14.4% and N370S GC mod inconclusive.
`Cc1c(NC(=O)COc2cccc3c2OC(C)(C)C3)c(=O)n(-c2ccccc2)n1C` gave TDP1 cell CPT 12.1%, FEN1 inh -8.3% and N370S GC mod -18.7%.
`COc1ccc(-c2cc(C(F)(F)F)nc(N3CCN(C)CC3)n2)cc1` gave TDP1 cell CPT inconclusive, FEN1 inh -25.6% and N370S GC mod -12.8%.
Screening COc1c(C)cc(S(=O)(=O)N2CCOCC2)c(C)c1C returned TDP1 cell CPT -7.7%, FEN1 inh 4.6% and N370S GC mod 1.7%.
CCc1ccc(C(=O)C(C)OC(=O)Cc2n[nH]c(=O)c3ccccc23)cc1 (stereo unspecified) was read as TDP1 cell CPT 6.51µM*, FEN1 inh -7.2% and N370S GC mod 1.4%.
For COc1cc(NC(=O)CN(C)S(=O)(=O)c2cccs2)cc(OC)c1 the results were TDP1 cell CPT -10.5%, FEN1 inh 17.7% and N370S GC mod 27.1%.
`CCCCOc1ccc(C2C3CN(C(=O)OCC)CC=C3C(C#N)=C(N)C2(C#N)C#N)cc1OC` (stereo unspecified) gave TDP1 cell CPT inconclusive, FEN1 inh -17.9% and N370S GC mod 2.3%.
For CCCNC(=O)c1cnc2sc(N3CCCCC3)nn2c1=O the results were TDP1 cell CPT -17.9% and FEN1 inh 5.0%.
CC1CCCCN1CC(=O)c1c[nH]c2ccccc12 (stereo unspecified) was read as TDP1 cell CPT 3.3%, FEN1 inh 30.9% and N370S GC mod -1.4%.
Screening Cc1cc(C(=O)CN2CC(C)OC(C)C2)c(C)n1-c1ccccc1 (stereo unspecified) returned TDP1 cell CPT inconclusive, FEN1 inh 22.3% and N370S GC mod 2.9%.
For CCCCOc1cccc(-c2cc(C(=O)NNC(=S)NCC)c3ccccc3n2)c1 the results were TDP1 cell CPT inconclusive, FEN1 inh -11.0% and N370S GC mod -5.8%.
`CC(C)(C)n1c(=O)[nH]c2c(c1=O)CCC2` gave TDP1 cell CPT 4.8%, FEN1 inh 2.0% and N370S GC mod -7.9%.
O=C(O)c1ccc2nc(-c3cc4cc(F)ccc4oc3=O)[nH]c2c1 was read as TDP1 cell CPT -6.8% and FEN1 inh -6.7%.
`COc1ccccc1OCCC(=O)NCc1ccc2c(c1)OCO2` gave TDP1 cell CPT inconclusive, FEN1 inh -0.3% and N370S GC mod 26.0%.
Screening COc1c(C(CC(C)C)OC(C)=O)ccc2c1C(=O)OCc1cc(C)cc(O)c1O2 (stereo unspecified) returned TDP1 cell CPT 9.2µM*, FEN1 inh inconclusive and N370S GC mod 2.7%.
`NS(=O)(=O)c1ccc(-c2ccc(/C=N/Nc3ccc(C(=O)O)cc3)o2)cc1` gave TDP1 cell CPT -17.2%, FEN1 inh inconclusive and N370S GC mod -23.7%.
For O=C(CN1C(=O)NC2(CCCC2)C1=O)OCc1ccc(Cl)c(Cl)c1 the results were TDP1 cell CPT 16.4µM*, FEN1 inh -1.0% and N370S GC mod -7.8%.
CCOc1cc(NC(=S)Nc2ccccc2OC)c(OCC)cc1NC(=O)c1ccccc1C was read as TDP1 cell CPT inconclusive, FEN1 inh -23.7% and N370S GC mod 17.5%.
For COc1ccc(C)cc1NC(=O)COC(=O)Cc1ccc(-c2ccccc2)cc1 the results were TDP1 cell CPT inconclusive, FEN1 inh -19.2% and N370S GC mod 1.9%.
Screening CCOc1ccc(N2CC(C(=O)N3CCc4ccccc43)CC2=O)cc1 (stereo unspecified) returned TDP1 cell CPT 11.5%, FEN1 inh -10.1% and N370S GC mod 0.1%.
For Cc1ccc(Cl)cc1N1CCN(C(=O)Cn2ncc3c([nH]c4ccccc43)c2=O)CC1 the results were TDP1 cell CPT inconclusive and FEN1 inh -0.1%.

For reference, some entries already given:
`CC(C)(C)n1c(=O)[nH]c2c(c1=O)CCC2` gave TDP1 cell CPT 4.8%, FEN1 inh 2.0% and N370S GC mod -7.9%.
O=C(O)c1ccc2nc(-c3cc4cc(F)ccc4oc3=O)[nH]c2c1 was read as TDP1 cell CPT -6.8% and FEN1 inh -6.7%.
`COc1ccccc1OCCC(=O)NCc1ccc2c(c1)OCO2` gave TDP1 cell CPT inconclusive, FEN1 inh -0.3% and N370S GC mod 26.0%.
Screening COc1c(C(CC(C)C)OC(C)=O)ccc2c1C(=O)OCc1cc(C)cc(O)c1O2 (stereo unspecified) returned TDP1 cell CPT 9.2µM*, FEN1 inh inconclusive and N370S GC mod 2.7%.
`NS(=O)(=O)c1ccc(-c2ccc(/C=N/Nc3ccc(C(=O)O)cc3)o2)cc1` gave TDP1 cell CPT -17.2%, FEN1 inh inconclusive and N370S GC mod -23.7%.
For O=C(CN1C(=O)NC2(CCCC2)C1=O)OCc1ccc(Cl)c(Cl)c1 the results were TDP1 cell CPT 16.4µM*, FEN1 inh -1.0% and N370S GC mod -7.8%.

(more compounds)
Screening CCN(CC)CCNC(=O)Cn1c(-c2ccccn2)nc2ccccc21 returned TDP1 cell CPT -15.6%, FEN1 inh -5.0% and N370S GC mod -0.4%.
`CCCC(=O)N=C1SC2CS(=O)(=O)CC2N1c1ccc(C(C)=O)cc1` (stereo unspecified) gave TDP1 cell CPT -6.7%, FEN1 inh -1.2% and N370S GC mod 10.2%.
`CCOc1ccc(CCNC(=O)COC(=O)c2c(C)nn(-c3ccccc3)c2C)cc1OCC` gave TDP1 cell CPT inconclusive, FEN1 inh -5.3% and N370S GC mod -0.8%.
For CCN1CCN(c2cc(C)c3cc(NC(=O)CCC(=O)N4CCN(c5ccccc5OC)CC4)ccc3n2)CC1 the results were TDP1 cell CPT 1.2%, FEN1 inh -3.3% and N370S GC mod inconclusive.
For CCN=C(NCC)SC1CC(=O)N(c2ccc(OCC)cc2)C1=O (stereo unspecified) the results were TDP1 cell CPT -16.8%, FEN1 inh 22.5% and N370S GC mod 11.2%.
For COc1ccc(-c2c(-c3cc(OC)cc(OC)c3)n(C)c3ccc(-c4ccc(OC)c(F)c4)cc23)cc1 the results were TDP1 cell CPT -22.9% and FEN1 inh 13.0%.
For COc1ccc(C(CNC(=O)COc2cccc(C)c2)N2CCCC2)cc1 (stereo unspecified) the results were TDP1 cell CPT inconclusive and FEN1 inh 18.2%.
O=C(N/N=C/c1cccnc1)C1CCCCC1 was read as TDP1 cell CPT 2.2%, FEN1 inh 7.6% and N370S GC mod 5.2%.
For C=CCn1cc(C(=O)NCc2cccnc2)c(=O)c2cc(S(=O)(=O)N(CC)CC)ccc21 the results were TDP1 cell CPT inconclusive, FEN1 inh -6.1% and N370S GC mod 3.3%.
For O=C(COC(=O)c1ccc(Br)o1)NCc1ccc(F)cc1 the results were TDP1 cell CPT inconclusive and FEN1 inh -14.0%.
Cc1ccc(NC(=O)c2c(C)nn(-c3ccccc3)c2-n2cccc2)c(Cl)c1 was read as TDP1 cell CPT -22.8% and FEN1 inh 12.3%.
CC(C)CN1CC2(CCN(C(=O)c3cnccn3)CC2)C1 was read as TDP1 cell CPT 13.6% and N370S GC mod -14.3%.
Screening COc1ccc(CCNCc2c(C(=O)O)c(C)n(Cc3c(F)cccc3Cl)c2C)cc1OC returned TDP1 cell CPT -7.2% and FEN1 inh -4.6%.
Cc1noc(C)c1COc1cccc(C(=O)OC(C)C(=O)Nc2c(C)n(C)n(-c3ccccc3)c2=O)c1 (stereo unspecified) was read as TDP1 cell CPT 3.8%, FEN1 inh -17.0% and N370S GC mod 3.6%.
For COc1ccc(Cl)cc1NS(=O)(=O)c1cc(Br)cc2c1N(C(=O)C1CC1)CC2 the results were TDP1 cell CPT inconclusive and FEN1 inh -0.4%.
`O=C(c1ccco1)N(Cc1cccnc1)c1nc2c(F)cc(F)cc2s1` gave TDP1 cell CPT inconclusive and FEN1 inh 0.7%.
For O=Cc1c(NCc2ccc(Cl)cc2)c2ccccc2[nH]c1=O the results were TDP1 cell CPT 4.2%, FEN1 inh 8.5% and N370S GC mod -3.6%.
